From PubChem
SKN-1 inh: suppressors of acrylamide-induced Pgst-4::GFP reporter in worms, primary screen, SKN-1 inhibitor project, whole organism, uHTS, GFP/RFP fluorescence ratio, strain VP596; C. elegans VP596 Pgst-4::GFP/RFP ratio, 24 h; inhibition, % at 21.8 µM; 360,000 compounds, 0.49% hits; AID 624304, 2012;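 active means interference check ratio from 0.5 to 1.5 plus GFP to RFP signal ratio inhibition reaching or exceeding a fixed threshold, cut at about 30% in these data, passing the limit was not always enough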; further: some compounds called inactive have numbers as strong as hits
MLLE-PAM2 inh: inhibitors of PABP1 MLLE–PAM2 peptide binding, primary screen, biochemical, fluorescence polarization, FITC-PAM2, GST-MLLE. Polyadenylate-binding protein 1 (Homo sapiens), P11940. inhibition, % at 20 µM. 360,000 compounds, 0.36% hits; in the data active means inhibition above about 35%, passing the limit was not always enough;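 further: plate controls were DMSO wells with GST-MLLE for no effect and wells lacking GST-MLLE protein for full effect; some results filed as inactive read as strong as hits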
E coli Lon inh: inhibitors of E. coli Lon protease, primary screen, biochemical, fluorescence polarization; P0A9M0; purified E. coli Lon protease; inhibition, % at 7.94 µM; 360,000 compounds, 0.42% hits; in the data active means inhibition above about 13%, passing the limit was not always enough;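 further: 0% = enzyme with probe and DMSO and 100% = no enzyme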
MsrA act: bovine MsrA enzyme activators, primary screen, biochemical, absorbance, HTS; Methionine sulfoxide reductase A (Bos taurus); purified bovine MsrA, absorbance read-out; activation, % at 10.6 µM; 360,000 compounds, 0.3% hits; AID 602163, 2012; in the data active means activation above about 7.5%;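 further: 0% = vehicle and 100% = reference activator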
Rin1 Abl inh: inhibitors of Rin1-Abl protein binding, primary screen, biochemical, TR-FRET. inhibition, % at 7.35 µM. 360,000 compounds, 0.4% hits; in the data active means inhibition above about 5%, passing the limit was not always enough
MT1-MMP act inh: blockers of MT1-MMP proenzyme processing, primary screen, HT1080 RFP-PRO-GFP cells, GFP/RFP fluorescence. AID 651647, 2012. GFP/RFP ratio change, % at 20 µM. 360,000 compounds, 0.061% hits. GFP/RFP ratio fluorescence, overnight; percent of plate control window, DMSO zero;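 active means GFP/RFP ratio change of at least 30% with cell ATP level not reduced by more than half and red fluorescence within 50% of control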; further: strong numbers were not always called active
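Assay system: HT1080 RFP-PRO-GFP cells. Benchmarks: DMSO vehicle wells and RFP-L50D-GFP reporter cell wells. Times: overnight cell settling, then overnight compound exposure, 37 °C, 5% CO2. Compound: 20 µM single dose, 1% DMSO. Read-out basis: GFP/RFP fluorescence ratio.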
Neddyl block: inhibitors of cullin neddylation, primary screen, biochemical, TR-FRET, uHTS, NAE and Ubc12; NEDD8-conjugating enzyme Ubc12 (Homo sapiens) + NEDD8-activating enzyme E1 regulatory …; 360,000 compounds, 0.58% hits; calls only at 25 µM; in the data active means inhibition above about 36%
FAS TE block: FAS thioesterase domain inhibitors, primary screen, biochemical, fluorescence intensity, uHTS. recombinant FAS-TE, OMFH fluorogenic substrate, fluorescence endpoint. Fatty acid synthase (Homo sapiens), P49327. AID 602261, 2012. inhibition, % at 15 µM. 360,000 compounds, 0.67% hits;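 active means compounds whose normalised, plate-corrected inhibition of enzyme fluorescence in the single-dose primary screen is 50% or more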;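 further: 0% = DMSO with enzyme and 100% = substrate without enzyme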
NRP1-CendR mod: modulators of CendR peptide binding to NRP-1, primary screen, biochemical, fluorescence polarization, uHTS. Neuropilin-1 (Homo sapiens), O14786. FAM-RPARPAR peptide binding to NRP-1. inhibition, % at 25 µM. 360,000 compounds, 0.85% hits. AID 602438, 2012;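 active means inhibition or corrected inhibition above about 18%, plus a signal ratio from 0.5 to 1.5, limit read from the data, passing the limit was not always enough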; further: strong numbers were not always called active
Target sequence (O14786 whole entry, looked up): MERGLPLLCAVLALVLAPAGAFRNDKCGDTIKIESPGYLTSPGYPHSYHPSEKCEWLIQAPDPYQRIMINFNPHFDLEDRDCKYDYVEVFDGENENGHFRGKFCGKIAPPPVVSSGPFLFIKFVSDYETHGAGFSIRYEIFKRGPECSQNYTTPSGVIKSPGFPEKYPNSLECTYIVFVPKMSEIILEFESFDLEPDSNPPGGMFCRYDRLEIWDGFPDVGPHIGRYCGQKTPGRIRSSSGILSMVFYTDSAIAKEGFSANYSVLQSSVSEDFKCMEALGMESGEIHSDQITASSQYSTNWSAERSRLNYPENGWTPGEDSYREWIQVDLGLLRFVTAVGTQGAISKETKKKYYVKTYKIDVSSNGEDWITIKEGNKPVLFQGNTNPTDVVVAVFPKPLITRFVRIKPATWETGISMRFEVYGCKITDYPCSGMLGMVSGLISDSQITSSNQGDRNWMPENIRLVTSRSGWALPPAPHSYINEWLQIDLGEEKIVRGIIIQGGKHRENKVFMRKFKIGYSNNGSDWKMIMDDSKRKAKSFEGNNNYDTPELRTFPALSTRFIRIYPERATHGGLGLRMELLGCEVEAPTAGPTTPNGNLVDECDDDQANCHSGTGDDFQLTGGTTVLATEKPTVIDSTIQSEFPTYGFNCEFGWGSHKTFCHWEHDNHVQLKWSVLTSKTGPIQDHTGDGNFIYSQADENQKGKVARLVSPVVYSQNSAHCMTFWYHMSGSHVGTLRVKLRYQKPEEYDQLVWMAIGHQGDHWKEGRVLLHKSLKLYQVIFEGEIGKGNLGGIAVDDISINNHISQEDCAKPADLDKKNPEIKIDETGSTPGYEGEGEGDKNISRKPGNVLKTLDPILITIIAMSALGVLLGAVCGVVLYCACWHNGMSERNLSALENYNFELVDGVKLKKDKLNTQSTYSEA
Starred values were filed as active, the others as inactive.

COc1ccccc1NC(=O)C1CCN(C(=O)C2CC(=O)N(c3ccc(C)cc3)C2)CC1 (centres undefined) was read as SKN-1 inh 5, MLLE-PAM2 inh 1, E coli Lon inh 9, MsrA act 3, Rin1 Abl inh 2, MT1-MMP act inh 1, Neddyl block inactive, FAS TE block -4 and NRP1-CendR mod -1.
Screening CC1=C(C(N)=O)C(c2ccccc2F)n2nc(CCCO)nc2N1 (centres undefined) returned SKN-1 inh 5, MLLE-PAM2 inh 4, E coli Lon inh 9, MsrA act -10, Rin1 Abl inh 1, MT1-MMP act inh -1, Neddyl block inactive, FAS TE block -2 and NRP1-CendR mod 4.
`Cc1nnc(SCC(=O)N2CCOCC2)n1C` gave SKN-1 inh -14, MLLE-PAM2 inh 10, E coli Lon inh -11, MsrA act -2, Rin1 Abl inh -1, MT1-MMP act inh 2, Neddyl block inactive, FAS TE block -8 and NRP1-CendR mod 16.
`CCOC(=O)N(NC(=O)C(O)(C(C)C)C(C)C)c1ccccc1` gave SKN-1 inh 6, MLLE-PAM2 inh 3, E coli Lon inh 6, MsrA act -3, Rin1 Abl inh 1, MT1-MMP act inh 1, Neddyl block inactive, FAS TE block 0 and NRP1-CendR mod 11.
CCn1nc(C)cc1C(=O)Sc1ccc(C)cc1 was read as SKN-1 inh -4, MLLE-PAM2 inh 24, E coli Lon inh 0, MsrA act -1, Rin1 Abl inh -2, MT1-MMP act inh -6, Neddyl block inactive, FAS TE block 16 and NRP1-CendR mod 9.
`Cc1ncc([N+](=O)[O-])n1CCN1C(=O)c2ccccc2C1=O` gave SKN-1 inh -31, MLLE-PAM2 inh -4, E coli Lon inh -2, MsrA act -2, Rin1 Abl inh 0, MT1-MMP act inh 1, Neddyl block inactive, FAS TE block -5 and NRP1-CendR mod 15.
`COC(=O)C1=CN(c2ccc(N3CCOCC3)cc2)C(N)=C(C#N)C1c1cccc(F)c1` (centres undefined) gave SKN-1 inh 12, MT1-MMP act inh -1, Neddyl block inactive and NRP1-CendR mod 8.
For CCN(CC(=O)NCc1cccs1)C(=O)c1ccc(S(=O)(=O)Nc2ccccc2OC)cc1 the results were SKN-1 inh -9, MLLE-PAM2 inh 6, E coli Lon inh -2, MsrA act -1, Rin1 Abl inh 2, MT1-MMP act inh 0, Neddyl block inactive, FAS TE block -4 and NRP1-CendR mod 3.
Screening N#Cc1c(NC(=O)CN2CCN(C(=O)c3ccco3)CC2)sc2c1CCCCC2 returned SKN-1 inh 16, MLLE-PAM2 inh 11, E coli Lon inh -10, MsrA act -1, Rin1 Abl inh 0, MT1-MMP act inh -6, Neddyl block inactive, FAS TE block -93 and NRP1-CendR mod -19.
`CCc1ccccc1NC(=O)c1cccs1` gave SKN-1 inh -26, MLLE-PAM2 inh -4, E coli Lon inh -3, MsrA act -1, Rin1 Abl inh -2, MT1-MMP act inh 2, Neddyl block inactive, FAS TE block -6 and NRP1-CendR mod -6.
For NS(=O)(=O)c1cccc(NC(=O)CCN2C(=O)C3CCCCC3C2=O)c1 (centres undefined) the results were SKN-1 inh -2, MLLE-PAM2 inh 8, E coli Lon inh 7, MsrA act -2, Rin1 Abl inh -1, MT1-MMP act inh 3, Neddyl block inactive, FAS TE block -6 and NRP1-CendR mod 12.
`CCCC(C(=O)NCC1CCCO1)N(Cc1ccccc1)C(=O)CNS(=O)(=O)c1ccccc1` (centres undefined) gave SKN-1 inh 42*, MLLE-PAM2 inh -12, E coli Lon inh -1, MsrA act -1, Rin1 Abl inh 0, MT1-MMP act inh 2, Neddyl block inactive, FAS TE block -3 and NRP1-CendR mod 2.
`O=C(Oc1cccc(C(=S)N2CCOCC2)c1)c1cc([N+](=O)[O-])cc([N+](=O)[O-])c1` gave SKN-1 inh -6, MLLE-PAM2 inh 18, E coli Lon inh 4, MsrA act -10, Rin1 Abl inh 0, MT1-MMP act inh 1, Neddyl block inactive, FAS TE block 30 and NRP1-CendR mod 0.
For O=C(c1ccc(CNS(=O)(=O)c2ccc(Br)cc2)cc1)N1CCCC1 the results were SKN-1 inh -1, MLLE-PAM2 inh 10, E coli Lon inh 10, MsrA act -7, Rin1 Abl inh 4, MT1-MMP act inh -3, Neddyl block inactive, FAS TE block -5 and NRP1-CendR mod 2.
For COc1cccc(-c2cc(C(=O)NC3CCCC3)no2)c1 the results were SKN-1 inh 5, MLLE-PAM2 inh -17, E coli Lon inh 6, MsrA act 2, Rin1 Abl inh 2, MT1-MMP act inh 14, Neddyl block inactive, FAS TE block 6 and NRP1-CendR mod -6.
C=CCn1c(SCc2c(C)noc2C)nc2sc3c(c2c1=O)CCC(C)C3 (centres undefined) was read as SKN-1 inh 3, MLLE-PAM2 inh -2, E coli Lon inh -7, MsrA act -10, Rin1 Abl inh -1, MT1-MMP act inh 8, Neddyl block inactive, FAS TE block 12 and NRP1-CendR mod 5.
Screening O=C(/C=C/c1ccccc1[N+](=O)[O-])NCc1ccc(Cl)cc1 returned SKN-1 inh 0, MLLE-PAM2 inh -5, E coli Lon inh -7, MsrA act -4, Rin1 Abl inh -1, MT1-MMP act inh 1, Neddyl block inactive, FAS TE block 25 and NRP1-CendR mod -3.
For COC(=O)C1=C(C)N(CCc2c[nH]c3ccccc23)C(=O)C1 the results were SKN-1 inh 7, MLLE-PAM2 inh 1, E coli Lon inh -3, MsrA act 2, Rin1 Abl inh 0, MT1-MMP act inh -3, Neddyl block inactive, FAS TE block 4 and NRP1-CendR mod -12.
Cc1ccc(NC(=O)COc2ccccc2C(=O)NCCc2ccccc2)cc1 was read as SKN-1 inh 15, MLLE-PAM2 inh 21, E coli Lon inh 6, MsrA act -4, Rin1 Abl inh 0, MT1-MMP act inh 5, Neddyl block inactive, FAS TE block 26 and NRP1-CendR mod -4.
O=S(=O)(NCCc1ccccn1)c1cc(Cl)cc(Cl)c1O was read as SKN-1 inh 4, MLLE-PAM2 inh 20, E coli Lon inh -5, MsrA act -4, Rin1 Abl inh 4, MT1-MMP act inh -1, Neddyl block inactive, FAS TE block -4 and NRP1-CendR mod 12.
`Cc1ccc(-n2c(-c3ccc(Cl)cc3)n[nH]c2=S)c(C)c1` gave SKN-1 inh 12, MLLE-PAM2 inh 13, E coli Lon inh -3, MsrA act 2, Rin1 Abl inh -4, MT1-MMP act inh 0, Neddyl block inactive, FAS TE block -5 and NRP1-CendR mod 10.
`CCOC(=O)C(CCSC)NC(=O)CN` (centres undefined) gave SKN-1 inh -23, MLLE-PAM2 inh 3, E coli Lon inh -3, MsrA act -5, Rin1 Abl inh -2, MT1-MMP act inh -8, Neddyl block inactive, FAS TE block -9 and NRP1-CendR mod -7.
For CSCc1ccc(C(=O)N2CCC(N3CCC(C(=O)NC(C)C)CC3)CC2)o1 the results were SKN-1 inh 10, MLLE-PAM2 inh 9, E coli Lon inh -5, MsrA act -4, Rin1 Abl inh 2, MT1-MMP act inh -2, Neddyl block inactive, FAS TE block -5 and NRP1-CendR mod 2.
Cc1ccc(-n2c(SCc3cc(=O)n4ccsc4n3)nnc2-c2cccnc2)c(C)c1 was read as SKN-1 inh 16, MLLE-PAM2 inh -47, E coli Lon inh 9, MsrA act 1, Rin1 Abl inh 17*, MT1-MMP act inh -2, Neddyl block inactive, FAS TE block -5 and NRP1-CendR mod 0.
Screening COc1ccc(OCCCC(=O)Nc2ccc(S(=O)(=O)N3CCOCC3)cc2)cc1 returned SKN-1 inh -9, MLLE-PAM2 inh -32, E coli Lon inh 1, MsrA act -4, Rin1 Abl inh 0, MT1-MMP act inh 5, Neddyl block inactive, FAS TE block 4 and NRP1-CendR mod -3.
CCN(CC)c1ccc(NC(=O)Cn2c(C(C)NC(=O)c3ccc(C)cc3)nc3ccccc32)cc1 (centres undefined) was read as SKN-1 inh 8, MLLE-PAM2 inh 6, E coli Lon inh -6, MsrA act -2, Rin1 Abl inh -2, MT1-MMP act inh -7, Neddyl block inactive, FAS TE block -14 and NRP1-CendR mod 8.
Screening Cc1ccc(C)c(OCCCC(C)(C)C(=O)O)c1 returned SKN-1 inh -17, MLLE-PAM2 inh 7, E coli Lon inh -3, MsrA act -4, Rin1 Abl inh -1, MT1-MMP act inh -1, Neddyl block inactive, FAS TE block -2 and NRP1-CendR mod 1.
Screening O=C(Nc1ccc(C(=O)N2CCCC2)cc1)C1CCCCC1 returned SKN-1 inh 21, MLLE-PAM2 inh 0, E coli Lon inh -8, MsrA act 1, Rin1 Abl inh 2, MT1-MMP act inh 0, Neddyl block inactive, FAS TE block -4 and NRP1-CendR mod -5.
`CCOc1ccc(CNS(=O)(=O)c2cc(-c3cc(C)no3)ccc2OC)cc1OC` gave SKN-1 inh -8, MLLE-PAM2 inh -4, E coli Lon inh -2, MsrA act -3, Rin1 Abl inh 4, MT1-MMP act inh 0, Neddyl block inactive, FAS TE block 3 and NRP1-CendR mod 1.
CCn1c2ccccc2c2cc(NC(=O)COC(=O)c3cc(S(N)(=O)=O)c(Cl)cc3Cl)ccc21 was read as SKN-1 inh 0, MLLE-PAM2 inh 1, E coli Lon inh -14, MsrA act -7, Rin1 Abl inh -3, MT1-MMP act inh 6, Neddyl block inactive, FAS TE block 9 and NRP1-CendR mod 0.
For CC(=O)Nc1ccc(S(=O)(=O)N2CCN(S(=O)(=O)c3ccc(NC(C)=O)cc3)CC2)cc1 the results were SKN-1 inh 15, MLLE-PAM2 inh -2, E coli Lon inh 1, MsrA act -2, Rin1 Abl inh -3, MT1-MMP act inh 3, Neddyl block inactive, FAS TE block -1 and NRP1-CendR mod 8.
For CC(C)(C)c1ccc(C(O)c2ncc(-c3ccccc3Cl)[nH]2)cc1 (centres undefined) the results were SKN-1 inh 2, MLLE-PAM2 inh 5, E coli Lon inh 6, MsrA act 3, Rin1 Abl inh -1, MT1-MMP act inh -1, Neddyl block inactive, FAS TE block 15 and NRP1-CendR mod -7.
Screening CC(NS(=O)(=O)c1ccc2c(c1)CC(=O)N2C)c1ccccc1 (centres undefined) returned SKN-1 inh 10, MLLE-PAM2 inh 6, E coli Lon inh 10, MsrA act -1, Rin1 Abl inh -1, MT1-MMP act inh 0, Neddyl block inactive, FAS TE block -4 and NRP1-CendR mod 16.
For CC(=O)c1nn(-c2ccc(Cl)cc2)cc1C(=O)c1ccccc1 the results were SKN-1 inh 11, MLLE-PAM2 inh -2, E coli Lon inh -3, MsrA act -1, Rin1 Abl inh -1, MT1-MMP act inh 5, Neddyl block inactive, FAS TE block -5 and NRP1-CendR mod -8.

Arranged by molecular weight (descending): part of the list above.
Cc1ccc(-n2c(SCc3cc(=O)n4ccsc4n3)nnc2-c2cccnc2)c(C)c1 was read as SKN-1 inh 16, MLLE-PAM2 inh -47, E coli Lon inh 9, MsrA act 1, Rin1 Abl inh 17*, MT1-MMP act inh -2, Neddyl block inactive, FAS TE block -5 and NRP1-CendR mod 0.
For CSCc1ccc(C(=O)N2CCC(N3CCC(C(=O)NC(C)C)CC3)CC2)o1 the results were SKN-1 inh 10, MLLE-PAM2 inh 9, E coli Lon inh -5, MsrA act -4, Rin1 Abl inh 2, MT1-MMP act inh -2, Neddyl block inactive, FAS TE block -5 and NRP1-CendR mod 2.
`CCOC(=O)C(CCSC)NC(=O)CN` (centres undefined) gave SKN-1 inh -23, MLLE-PAM2 inh 3, E coli Lon inh -3, MsrA act -5, Rin1 Abl inh -2, MT1-MMP act inh -8, Neddyl block inactive, FAS TE block -9 and NRP1-CendR mod -7.
